Screening data (PubChem BioAssay)
DT40 TDP1 no CPT: qHTS for Inhibitors of human tyrosyl-DNA phosphodiesterase 1 (TDP1): qHTS in cells in absence of CPT. Potency, µM (titrated, usually from 46.2 µM), for inactives: at the top dose activity change, negative = growth inhibition, usual class: inhibitors. 420,000 compounds, 15% hits. DT40 Tdp1-/- hTDP1 cells, no CPT, ATP luminescence, 48 h; active = well fitted inhibition curve with a large enough effect; inconclusive = small, poorly fitted or top-dose-only effect; note: nearly all actives have a fitted effect of over 55% in size
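Seeded 400 DT40-hTDP1 cells/well (vehicle DMSO, no 20 nM CPT); pinned compounds; ≥48 hr at 37 °C; CellTiter-Glo luminescence as viability measure.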
Starred values were filed as active, the others as inactive; ? = inconclusive; [ ] = dose if it differs, or a comment. % is set by controls: 0 for no effect and ±100 for the full control effect; potency is the fitted concentration of half-maximal effect. A portion of the library, so the mix of outcomes need not match the whole.

SMILES	DT40 TDP1 no CPT
C=CCNc1ncnc2c1ncn2[C@H]1CN(CCN2CCOCC2)C[C@@H](CO)O1	10.4%
Cc1ccnc2c(N)cccc12	12.6µM*
Cn1cnc(S(=O)(=O)N2CCCCC2c2cc(C(=O)NCc3ccc(F)cc3)no2)c1 (centres undefined)	-6.9%
COc1cc(=O)n2c(c1C(=O)NCc1ccc3c(c1)OCO3)CCN(C(=O)c1ccc(C)cc1)CC2	-3.2%
CNc1[nH]c(=O)[nH]c(=O)c1N=Nc1cc(Cl)ccc1Cl	-23.5%
CCCCN1CCCCC1(C)C(=O)NCc1cccc(OC)c1 (centres undefined)	?
COc1ccc(C(=O)/C=C2\C(=O)Nc3ccc(Br)cc32)cc1	18.4µM*
COc1ccc(N2CCN(C(c3ccc(C)cc3)c3nnnn3C(C)(C)C)CC2)cc1 (centres undefined)	14.1µM*
CNc1ccc(/C=C2\C=Cc3ccccc32)cc1Cl	?
COc1cc(=O)n2c(c1C(=O)N(C)Cc1nonc1C)CCN(C(=O)c1ccc(C)cc1C)CC2	-1.7%
CS(=O)(=O)N(CC(=O)N1CCCC1)C1CCCCC1	3.7%
O=c1[nH]nnc2c1ncn2C1OC(CO)C(O)C1O (centres undefined)	?
CCCS(=O)(=O)NC(=O)C1(C)CCN(C(=O)c2ccc(C(F)(F)F)cc2)C1 (centres undefined)	-12.8%
O=[n+]1c2c(n([O-])c3cc(F)c(N4CCCC4)cc31)CCC2	-29.2%
CCOC(=O)C(C)Sc1nc(N2CCOCC2)c2c(c1C#N)CC(C)(C)OC2 (centres undefined)	?
Cc1ccc(S(=O)(=O)NC(=O)C2(C)CCN2C(=O)c2ccccc2)nc1 (centres undefined)	4.2%
CC1(Cc2ccccc2C#N)C(=O)Nc2cc(-c3ccccc3Cl)ccc21 (centres undefined)	?
O=C([O-])c1cc(-c2ccccc2)cc(-c2ccccc2)[n+]1CCc1ccc(Cl)cc1	6.51µM*
CCN1C[C@@H]2[C@@H]3C(=O)N(C)C(=O)[C@@H]3[C@](Cc3ccccc3)(C1=O)N2C(=O)c1ccc(Cl)cc1	0.1%
COc1cccc(-c2cnc3c(NC(C)=O)cc(-c4cccc(C(=O)N(C)C)c4)cn23)c1	?
COc1ccc(C(=O)c2ccccc2CN2C(=O)c3ccccc3C2=O)cc1	-20.8%
Cc1c(C(=O)NCc2ccc([N+](=O)[O-])cc2)sc(=O)n1Cc1ccc(-c2ccccc2)cc1	?
COc1ccc(-c2nc3ccc(C)cn3c2CC2CCCCC2)cc1OC	18.4µM*
CCCCn1nnnc1C(c1ccccc1)N1CCN(c2cc(C)ccc2C)CC1 (centres undefined)	?
Cc1[nH]ncc1Nc1c(C(C)C)cccc1C(C)C	?
Cc1ccc(NC(=O)c2ncn(CCCN3CCN(c4ccccn4)CC3)n2)cc1C	25.9µM*
FC(F)(F)c1ccccc1Cc1c(-c2cccc(Br)c2)nc2c3ccccc3ccn12	-25.7%
N#Cc1c(N)nc2c(c1-c1ccco1)CCCCC2	-6.8%
CCCCOC(=O)C1=C(C)NC(=O)NC1c1ccc2c(c1)OCO2 (centres undefined)	?
CN(C)c1ccc(/C=C/CNC[C@H]2O[C@@H](n3ccc(N)nc3=O)[C@H](O)[C@@H]2O)cc1	-14.2%
O=C(NCc1ccncc1)c1ccc(OCc2ccccc2)cc1	13µM*
O=c1[nH]c(=S)[nH]c2c1[C@H](CCc1cccc(Cl)c1)O[C@H](C1CCCC1)C2	?
COc1ccc(C(=O)N2CCCCC2c2cc(C(=O)Nc3ccccc3)no2)cc1 (centres undefined)	?
COc1ccc(-c2nc3cc(C)ccc3cc2CN(C(=O)c2csc(C)n2)C2CC2)cc1OC	-19.6%
COc1cc2nc(N3CCN(C)CC3)nc(NC3CC3)c2cc1OC	10µM*
CN(C(=O)c1ccc(-c2ccccc2)cc1)C1CCCCC1	?
O=C1c2ccccc2C(c2nnnn2-c2ccc3c(c2)OCCO3)N1C1CC1 (centres undefined)	-16.8%
O=c1[nH]cnc2ncc(-c3ccc(O)cc3)nc12	-4.8%
CCC1(CC)SCCNC1=O	-14.9%
CN(C)c1ccc(-c2ccnc3c2CC(C)(C(=O)NCCc2ccccc2)O3)cc1 (centres undefined)	?
C/C(=N\NC(=O)c1nnn(-c2nonc2N)c1CSc1ccc(C)cc1)c1cccs1	?
NC(=O)c1ccc(OCc2ccccc2)nc1	-9.9%
Cc1cc2c(cc1C)NC1(C[C@H]3CCC(=O)N4CC[C@@H](C1)[C@@H]34)C(=NC(C)(C)CC(C)(C)C)N2 (some centres undefined)	20µM*
CCOC(=O)c1cnn2c(SC)ncnc12	?
Cc1ccc(NC(=O)NNC(=O)COc2ccc(Cl)cc2)cc1	-6.2%
CCCCC(c1nc2ccccc2[nH]1)n1c(=O)c(-c2ccccc2)nc2cc(C)c(C)cc21 (centres undefined)	-12.2%
OC[C@@H]1CN(CCN2CCOCC2)C[C@H](n2cnc3c(NCc4ccco4)ncnc32)O1	-0.7%
C[C@H](CO)N1C[C@H](C)[C@@H](CN(C)S(=O)(=O)c2ccc3c(c2)OCCCO3)OCc2cnnn2CCCC1=O	-2.0%
O=C(Cc1ccccc1[N+](=O)[O-])c1ccc2c(c1)OCO2	-17.8%
O=C1NC[C@@H](CCCCN2C[C@H](Cc3ccc(O)cc3)N(Cc3ccccc3)C(=O)C2=O)N(CC2CCCCC2)C1=O	-13.5%
OC[C@@H]1CN(Cc2cccs2)C[C@H](n2cnc3c(N4CCCC4)ncnc32)O1	-22.6%
c1cc2[nH]c3ccncc3c2cn1	-23.9%
Cc1ccc(-c2ccc3c(c2)O[C@H](CN(C)Cc2cncnc2)[C@@H](C)CN([C@H](C)CO)S3(=O)=O)cc1	23.1µM*
O=C(c1cc(Cl)nc2ccccc12)N(Cc1nnc(-c2ccccc2Cl)o1)C1CC1	20.6µM*
CCOc1ccc(NS(=O)(=O)c2ccc(C(=O)N(C)CC(=O)Nc3cccc(OC)c3)cc2)cc1	16.4µM*
Cc1cnc(-n2ncc(C(=O)NCC(C)(C)N3CCOCC3)c2C)nc1-c1cccs1	-6.7%
Cc1c(CN(C)C(=O)C2CCC(=O)N(Cc3ccccc3F)C2)[nH]c2ccccc12 (centres undefined)	-28.5%
O=C1C(c2ccccc2)CN1Cc1ccccc1 (centres undefined)	2.7%
NNC(=O)CC1=NNC(=O)C1	-2.5%
O=C(O)c1ccccc1-c1ccc(C=c2sc3nc4cc(Br)cnc4n3c2=O)o1	?

Next results.
SMILES	DT40 TDP1 no CPT
Cc1[nH][nH]c(=O)c1N=Nc1ccc(S(N)(=O)=O)cc1	-4.1%
CC(=O)Nc1ccc(S(=O)(=O)N(CC(=O)NCC2CCCO2)Cc2ccccc2Cl)cc1 (centres undefined)	?
CC1(Cc2ccc(S(C)(=O)=O)cc2)C(=O)Nc2ccc(Cl)cc21 (centres undefined)	-23.9%
O=C(COC(=O)Cc1ccc(Cl)cc1Cl)NCc1ccco1	?
CN(CC12CC3CC(CC(C3)C1)C2)C(=O)c1ccco1	?
CCC(C(=O)Nc1c(C)cccc1C)n1c(-c2ccc(=O)[nH]c2)nc2ccccc21 (centres undefined)	-4.3%
CCOc1ccc(-c2nc(CSCC(=O)NC3CCN(Cc4ccccc4)CC3)c(C)o2)cc1	?
Cc1cccc2cc(CN(Cc3nnnn3C3CCCC3)C3CCCCC3)c(=O)[nH]c12	?
COc1ccc(CC(=O)NCCCCc2ccccc2)cc1OC	?
COc1cc(CN2C[C@@H](CO)O[C@@H](n3cnc4c(N5CCN(c6ccccc6)CC5)ncnc43)C2)cc(OC)c1OC	14.6µM*
Cc1ccc(-c2nc3c4ccccc4ccn3c2Cc2ccccc2C(F)(F)F)cc1	16.4µM*
COC(=O)CN1C(=O)COc2ccc(S(=O)(=O)N3CCCCC3)cc21	-17.7%
NC(=O)[C@@H]1CCCN1C(=O)CC1(c2cccc(F)c2)CC(=O)N(C2CCCC2)C1=O (some centres undefined)	-5.9%
COc1cc(-c2cnc3ccccc3c2)cc2c1OCCN(S(=O)(=O)C[C@]13CC[C@H](CC1=O)C3(C)C)C2	?
Cc1ccnn1CC(=O)N1CCOc2c(cc(-c3ncc(C(F)(F)F)cc3Cl)cc2OCC2CCCO2)C1 (centres undefined)	-24.1%
Cc1sc2nc(-c3ccccc3F)oc(=O)c2c1C	1.1%
COc1ccc(CC(N)c2csc(NC(=O)CCc3ccccc3)n2)cc1 (centres undefined)	20.6µM*
O=C(NCC1(N2CCOCC2)CCCCC1)c1cnn(-c2nccc(-c3ccco3)n2)c1C1CC1	?
CC1(C)Cc2c(cnn2-c2ccc(F)cc2)C(NC(=O)c2cnccn2)C1 (centres undefined)	?
CC(C)Cn1cnc2c(SCc3ccc(Cl)cc3)nc(N)nc21	?
COc1ccc(OCCN2CCC(C(=O)NC(c3ccc(OC)cc3)c3ccccn3)CC2)cc1 (centres undefined)	-23.0%
CCOC(=O)[C@]12CCCC=C1N(Cc1ccc(Cl)cc1Cl)C(=O)[C@H](CC(=O)N1CCC(c3ccccc3)CC1)C2	18.4µM*
Cc1ccc(CN2CCC[C@]3(N[C@H](c4ccc(C)cc4)[C@@H]4C(=O)N(C)C(=O)[C@@H]43)C2=O)cc1	?
CC(C)(C)OC(=O)[C@H](Cc1ccccc1)NC(=O)c1[nH]cnc1C(=O)Nc1ccccc1F	14.6µM*
O=C1c2cccc3cccc(c23)C(c2nc3ccccc3[nH]2)N1C1CC1 (centres undefined)	-26.8%
Cc1ccc2oc(-c3cccc(NC(=O)COc4ccc(Cl)cc4C)c3C)nc2c1	-19.2%
OC(c1ccccc1)(c1nc(-c2cc(F)cc(F)c2)cs1)C(F)(F)F (centres undefined)	?
CC1(Cc2ccccc2OC(F)(F)F)C(=O)Nc2c(Cl)ccc(Cl)c21 (centres undefined)	23.1µM*
CC(C)(C)OC(=O)N1C(=O)[C@](OC(=O)c2ccccc2)(c2ccccc2)c2cccc(F)c21	?
CN[C@@H](C)C(=O)NC[C@H]1O[C@@H](n2cnc3c(=O)[nH]c(N)nc32)[C@H](O)[C@@H]1O	-8.7%
[O-][n+]1ccc(OCc2ccccc2)cc1	3.9%
COc1ccc(/C=C/c2ccnc3ccccc23)c(OC)c1	17.8µM*
CCc1cc(=O)oc2cc(OS(C)(=O)=O)ccc12	-24.8%
CC(C)NC(=O)C1(C)CN(S(C)(=O)=O)CC(=O)N1CCCn1ccnc1 (centres undefined)	6.3%
CC(C)c1nc(SCC(=O)N2CCCCC2)c2c(=O)n(C)c(=O)n(C)c2n1	?
O=C(c1ccc(Br)o1)N1CCN(C23CC4CC(CC(C4)C2)C3)CC1	?
CCC(=O)N(c1nnc(SC(C)C(=O)Nc2ccc(N3CCOCC3)cc2)s1)C1CC1 (centres undefined)	-21.3%
Cc1cc(Cl)ccc1OC(C)C(=O)Nc1cccc(S(=O)(=O)N2CCOCC2)c1 (centres undefined)	?
CC(=O)c1cc2c(cc1C)CCCC2(C)C	?
CC(=O)N(CC(O)CN(C(C)=O)c1c(I)c(C(=O)NCC(O)CO)c(I)c(C(=O)NCC(O)CO)c1I)c1c(I)c(C(=O)NCC(O)CO)c(I)c(C(=O)NCC(O)CO)c1I (centres undefined)	-9.3%[21.1 µM]
Cc1cc(=O)oc2c(C)cc(C(C)(C)C)cc12	-17.5%
COCc1cccc(-c2csc(C(NC(C)=O)c3ccc(F)c(F)c3)n2)c1 (centres undefined)	-22.7%
C#Cc1ccc(NC(=O)C2(C)CCN2C(=O)C2(c3ccccc3)CC2)cc1 (centres undefined)	?
CCNC(=S)Nc1ccc2c(c1)c(=O)n(C)n2Cc1ccc(Cl)cc1	?
CC(=O)N1CCOC12CCN(Cc1ccccc1)CC2	6.9%

Given with bars between the fields: part of the list above.
SMILES | DT40 TDP1 no CPT
CC(C)(C)OC(=O)N1C(=O)[C@](OC(=O)c2ccccc2)(c2ccccc2)c2cccc(F)c21 | ?
CN[C@@H](C)C(=O)NC[C@H]1O[C@@H](n2cnc3c(=O)[nH]c(N)nc32)[C@H](O)[C@@H]1O | -8.7%
[O-][n+]1ccc(OCc2ccccc2)cc1 | 3.9%
COc1ccc(/C=C/c2ccnc3ccccc23)c(OC)c1 | 17.8µM*
CCc1cc(=O)oc2cc(OS(C)(=O)=O)ccc12 | -24.8%
CC(C)NC(=O)C1(C)CN(S(C)(=O)=O)CC(=O)N1CCCn1ccnc1 (centres undefined) | 6.3%
CC(C)c1nc(SCC(=O)N2CCCCC2)c2c(=O)n(C)c(=O)n(C)c2n1 | ?
O=C(c1ccc(Br)o1)N1CCN(C23CC4CC(CC(C4)C2)C3)CC1 | ?
CCC(=O)N(c1nnc(SC(C)C(=O)Nc2ccc(N3CCOCC3)cc2)s1)C1CC1 (centres undefined) | -21.3%
Cc1cc(Cl)ccc1OC(C)C(=O)Nc1cccc(S(=O)(=O)N2CCOCC2)c1 (centres undefined) | ?
CC(=O)c1cc2c(cc1C)CCCC2(C)C | ?
CC(=O)N(CC(O)CN(C(C)=O)c1c(I)c(C(=O)NCC(O)CO)c(I)c(C(=O)NCC(O)CO)c1I)c1c(I)c(C(=O)NCC(O)CO)c(I)c(C(=O)NCC(O)CO)c1I (centres undefined) | -9.3%[21.1 µM]
Cc1cc(=O)oc2c(C)cc(C(C)(C)C)cc12 | -17.5%
COCc1cccc(-c2csc(C(NC(C)=O)c3ccc(F)c(F)c3)n2)c1 (centres undefined) | -22.7%
C#Cc1ccc(NC(=O)C2(C)CCN2C(=O)C2(c3ccccc3)CC2)cc1 (centres undefined) | ?

Additional entries
SMILES	DT40 TDP1 no CPT
CCCC1CC(C(=O)Nc2ccccc2)C(=O)O1 (centres undefined)	14.3%
CN(C)CCCN1c2ccc(O)cc2Sc2ccc(Cl)cc21	?
O=C(NCc1ccccc1)N1CCN(CCO)CC1	-4.3%
CC(=O)Nc1ccc(-c2ccnc3c2CC(C)(C(=O)NCCC(F)(F)F)O3)cc1 (centres undefined)	?
C(=C1c2ccccc2Oc2ccccc21)c1ccccc1	?
CCc1c(C2(O)CCCCC2)[nH]c2ccc(C#N)cc12	?
CCOc1ccc(NC(=O)CN(C)C(=O)c2cc3c(s2)CCC3)cc1OCC	?
